Tb PYK inh: blocks Trypanosoma brucei pyruvate kinase; TbPYK enzyme, Kinase-Glo Plus ATP luminescence, 45 min; Potency, µM (top dose mostly 76.8 µM), for inactives: at the top dose activity, negative = inhibition, most hits filed as inhibitors; 410,000 compounds, 0.12% hits; also: potency is read from the fitted curve at half-maximal effect; % is scaled to controls: 0 for no effect and ±100 for the full control effect; nearly all actives have a fitted effect of over 50% in size
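Assay buffer: 50 mM TEA pH 7.2, 100 mM KCl, 10 mM MgCl2, 0.05% BSA, 0.01% Tween-20. Pyruvate kinase from T. brucei plus substrate met compound, then ADP (130 uM final). Luminescence was read post 45 min RT.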
HCV inh: blocks hepatitis C virus. Huh7.5.1 HCVcc-Cre infection, luciferase reporter, 44 h. Potency, µM (doses to about 41.8 µM), for inactives: top-dose activity change, negative = inhibition, hits mostly inhibitors. 340,000 compounds, 3.4% hits. AID 651820; also: potency is read from the fitted curve at half-maximal effect; % is scaled to controls: 0 for no effect and ±100 for the full control effect
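HCVcc-Cre virus at an moi near 0.5 was added right after compound to cells cultured 4 h from seeding (1,000 cells/well). Luciferase activity was determined 44 h later, 15 min after substrate addition at RT.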
Pf growth 48h: P. falciparum growth inhibition at 48 hours (one generation); P. falciparum luciferase growth in erythrocytes, 48 h; Potency, µM (titrated, usually from 28.7 µM), without a hit: top-dose activity change, negative = inhibition, most hits filed as inhibitors; 310,000 compounds, 5.9% hits; also: potency is read from the fitted curve at half-maximal effect; % is scaled to controls: 0 for no effect and ±100 for the full control effect
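Cell-based growth assay: transgenic P. falciparum expressing firefly luciferase, cultured in red cells within RPMI 1640 containing 0.5% w/v Albumax, 24 mM bicarbonate and gentamycin. A drop in luciferase activity indicates inhibition.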
CHX counter: affects cycloheximide protein synthesis inhibition readout, counter-screen. AID 2314. cell reporter, cycloheximide protein synthesis inhibition counterscreen. max response, %. 300,000 compounds, 12% hits; in the data active = max response mostly above about 13%, no sharp cut-off; inactive = mostly below about 14%; also: read at 38.3 µM for the half of the compounds with a filed dose; 0% is about no effect
LmPK inh: inhibitors of Leishmania mexicana pyruvate kinase | purified LmPK, Kinase-Glo ATP luminescence, 1 h | Potency, µM (top dose mostly 57.5 µM), inactives show top-dose activity change, negative = inhibition, actives largely listed as inhibitors | 290,000 compounds, 0.37% hits | AID 1721; also: potency is read from the fitted curve at half-maximal effect; % is scaled to controls: 0 for no effect and ±100 for the full control effect
Target sequence (Q27686 whole entry, looked up): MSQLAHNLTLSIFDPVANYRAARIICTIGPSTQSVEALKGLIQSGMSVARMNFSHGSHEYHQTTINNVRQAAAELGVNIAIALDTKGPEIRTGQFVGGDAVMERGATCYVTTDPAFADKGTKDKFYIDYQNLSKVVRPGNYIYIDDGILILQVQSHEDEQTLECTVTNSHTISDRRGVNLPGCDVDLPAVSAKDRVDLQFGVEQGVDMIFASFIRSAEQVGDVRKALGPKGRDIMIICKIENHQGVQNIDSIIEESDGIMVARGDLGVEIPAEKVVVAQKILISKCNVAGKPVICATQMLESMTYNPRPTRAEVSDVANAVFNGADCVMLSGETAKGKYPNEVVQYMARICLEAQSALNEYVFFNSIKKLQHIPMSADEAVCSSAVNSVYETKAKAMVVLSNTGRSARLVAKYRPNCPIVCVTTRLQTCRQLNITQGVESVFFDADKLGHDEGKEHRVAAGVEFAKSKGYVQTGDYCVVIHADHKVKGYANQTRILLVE
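Purified LmPK (0.1 nM) with 0.5 mM PEP and 0.1 mM ADP in imidazole buffer pH 7.2 with MgCl2/KCl, 1 h at room temperature. ATP formed was read by luciferase luminescence and normalized to no-enzyme and uninhibited controls.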
Pf growth 96h: inhibits malaria parasite growth, 96 h; 320,000 compounds, 6.9% hits; Potency, µM (highest dose often 28.7 µM), without a hit: top-dose activity change, negative = inhibition, hits mostly inhibitors; P. falciparum luciferase reporter growth, 96 h; also: potency is read from the fitted curve at half-maximal effect; % is scaled to controls: 0 for no effect and ±100 for the full control effect
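96 h incubation, 37 C, 5% CO2, of luciferase-reporter P. falciparum-infected RBCs (2% hematocrit, 0.05% parasitemia final) with test compounds; endpoint luminescence.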
Shiga toxin inh: blocks Shiga toxin action in Vero cells; inhibition, % at 38.7 µM; Vero cells, Shiga toxin protein synthesis inhibition reporter; 290,000 compounds, 9.2% hits; in the data active = inhibition mostly above about 28%, no sharp cut-off; inactive = mostly below about 43%; also: 0% is about no effect
* hit, by the source's call; ? = inconclusive; . = not tested or not shown; & = joins results of further samples; [ ] = dose if it differs, or a comment. Unless noted, calls follow the shape of the dose curve; as a rule, active = well fitted curve in the direction sought with a large enough effect; inconclusive = small, poorly fitted or top-dose-only effect, or another doubt; inactive = no such curve, though single readings can be large; an effect the other way counts as inactive or inconclusive.

SMILES	Tb PYK inh	HCV inh	Pf growth 48h	CHX counter	LmPK inh	Pf growth 96h	Shiga toxin inh
CC(OC(=O)c1cc(S(=O)(=O)N2CCOCC2)ccc1F)C(=O)NC1CCCCC1C (configuration not stated)	-12%	3%	-4%	-2	0%	5%	-3
CSCCC(NC(=O)c1ccc(C)o1)C(=O)O (configuration not stated)	0%	11%	-5%	-2	0%	-22%[5.75 µM]	58
CS(=O)(=O)N(Cc1ccc(Cl)cc1)c1ccc(C(=O)NCC2CCCO2)cc1 (configuration not stated)	0%	21%	15%	-1	-2%	-52%[1.15 µM]	-19
CN1C(=O)N(C)C(=O)C2(Cc3c(nc4ccccn4c3=O)N3CCc4ccccc4C32)C1=O (configuration not stated)	-7%	8%	-3%	-6	2%	?	-8
Fc1ccc(C2CCNCC2COc2ccc3c(c2)OCO3)cc1 (configuration not stated)	-6%&-8%	14µM*	?	-3	-12%	?	-5
COc1ccc(CC(=O)N/N=C/c2ccc(-c3ccc(F)cc3)o2)cc1OC	-3%	-15%	-19%	-2	6%	1%	-2
O=C(C1CCCN(S(=O)(=O)c2cccnc2)C1)N1CCN(c2ccccn2)CC1 (configuration not stated)	1%	-13%	?	-2	-2%	?	-2
Cc1c(C(=O)Nc2ccc(S(=O)(=O)NCC3CCCO3)cc2)cccc1[N+](=O)[O-] (configuration not stated)	-4%	?	-16%	-2	0%	-54%	-2
CCOC(OCC)c1ccc(/C=C\c2nccc(N)n2)cc1	0%	8%	-1%[0.00184 µM]	39*	1%	104%[activator]	62*
COc1ccc(Cn2nnnc2C(c2cccnc2)N2CCN(c3ccc(O)cc3)CC2)cc1 (configuration not stated)	?	11%&26%	?	-1	-1%	.	18

Seven compounds picked at random from those above:
SMILES	Tb PYK inh	HCV inh	Pf growth 48h	CHX counter	LmPK inh	Pf growth 96h	Shiga toxin inh
CN1C(=O)N(C)C(=O)C2(Cc3c(nc4ccccn4c3=O)N3CCc4ccccc4C32)C1=O (configuration not stated)	-7%	8%	-3%	-6	2%	?	-8
COc1ccc(CC(=O)N/N=C/c2ccc(-c3ccc(F)cc3)o2)cc1OC	-3%	-15%	-19%	-2	6%	1%	-2
CS(=O)(=O)N(Cc1ccc(Cl)cc1)c1ccc(C(=O)NCC2CCCO2)cc1 (configuration not stated)	0%	21%	15%	-1	-2%	-52%[1.15 µM]	-19
CC(OC(=O)c1cc(S(=O)(=O)N2CCOCC2)ccc1F)C(=O)NC1CCCCC1C (configuration not stated)	-12%	3%	-4%	-2	0%	5%	-3
CCOC(OCC)c1ccc(/C=C\c2nccc(N)n2)cc1	0%	8%	-1%[0.00184 µM]	39*	1%	104%[activator]	62*
Cc1c(C(=O)Nc2ccc(S(=O)(=O)NCC3CCCO3)cc2)cccc1[N+](=O)[O-] (configuration not stated)	-4%	?	-16%	-2	0%	-54%	-2
CSCCC(NC(=O)c1ccc(C)o1)C(=O)O (configuration not stated)	0%	11%	-5%	-2	0%	-22%[5.75 µM]	58

Carrying on.
SMILES	Tb PYK inh	HCV inh	Pf growth 48h	CHX counter	LmPK inh	Pf growth 96h	Shiga toxin inh
Cc1ccc(C(=O)c2no[n+]([O-])c2C(=O)c2ccc(C)cc2)cc1	-5%	?	0%	-2	2%	2%	-2
COc1ccc(NS(=O)(=O)c2csc(C(N)=O)c2)cc1	0%	8%	7.4µM*	11	2%	?	-13
C[C@@]12C(=O)N(CCO)CC(=O)N1[C@H](/C=C/c1ccccc1)[C@@H]1C(=O)N(c3ccccc3)C(=O)[C@@H]12	1%	15%	0%	8	-5%	39%[activator]	4
COC(=O)c1ccc(NC(=O)CSCc2ccc(C)cc2)cc1	-15%	-6%	10%	-2	2%	.	-12
COc1cc2c(C#CCCCO)c(-c3ccc(C#N)cc3)oc(=O)c2cc1OC	-1%	-21%	7%	.	.	19%	.
N#C/C(=C\c1ccccc1[N+](=O)[O-])C(=O)NC1CCCCC1	3%	-6%	?	8	0%	?	16
COc1ccc(C(CNC(=O)c2cccc(S(=O)(=O)NCc3ccccc3)c2)N(C)C)cc1 (configuration not stated)	2%	-29%	?	-3	-3%	0%	-5
CSc1ccccc1OCc1cc(C(=O)NC(C)Cn2cncn2)no1 (configuration not stated)	1%	-9%	0%	13*	-3%	10%	18
COc1ccc(OC)c(CCNC(=O)Cn2nc(C)c3c(C)n(-c4ccc(C)cc4)nc3c2=O)c1	-6%	1.1µM*	-17%	0	7%	?	-2
CC(C)c1onc(C(=O)N2CCN(Cc3ccccc3)CC2)c1[N+](=O)[O-]	0%	-1%	?	3	-3%	?	-2
Cc1cc(N2CCC(C)CC2)nc(-c2ccccc2O)n1	2%	?	50%[activator]	8	-4%	2%	-9
CC1(C)CC(=O)C(C2(O)C(=O)NC(=O)NC2=O)=C(O)C1	4%	0%	3%	-6	-3%	.	-19
COc1ccc(NCc2nnc(SCC(=O)NCc3ccccc3)n2-c2ccccc2OC)cc1	0%	?	?	5	5%	-101%	-1
COc1cccc(-c2nc3ccc(C(=O)NC(C)Cc4cccnc4)cc3o2)c1 (configuration not stated)	4%	-22%	57%[activator]	29*	1%	17%	28*
CCCCN(C(=O)CSCC(=O)Nc1ccc(C)cc1)c1c(N)n(CCCC)c(=O)[nH]c1=O	0%	-1%	?	.	.	?	.
COc1cc2ccccc2cc1C(=O)Nc1cccnc1	-1%	32µM*	112%[activator]	33*	1%	.	76*
CCOC(=O)C1CCCN(Cc2c(C(=O)N3CCCCC3)nc3c(C)cccn23)C1 (configuration not stated)	-9%	7%	-12%	2	2%	23%	11
CCNc1nnc(SCC(=O)c2c(N)n(C3CC3)c(=O)[nH]c2=O)s1	-3%	0%	?	.	.	?	.
CCC(=O)N1CCN(c2ccc(NC(=O)c3ccc4c(c3)OCO4)cc2)CC1	-2%	-14%	.	2	3%	.	-12
Cc1ccc(SCC(=O)NC(=O)NC(C)C)c(C)c1	-5%	-3%	15%	1	1%	13%	25
CCCNS(=O)(=O)c1ccc(OCC(=O)NCCCOC)cc1	0%	?	10%	-1	0%	.	-8
O=C(Nc1cccc(C(=O)O)c1)/C(=C\c1ccc2c(c1)OCO2)NC(=O)c1ccc(Br)cc1	-1%	13%	35%[activator]	16	9%	-22%	8
O=C(NCCc1ccccc1)C1CCC(CNS(=O)(=O)c2cccc3cccnc23)CC1 (configuration not stated)	-3%	-20%	?	13	9%	-19%	67
COCCc1ncc(CN2CCCCC2C(=O)Nc2ccc(Oc3ccccc3)nc2)cn1 (configuration not stated)	3%	2%	-16%	-2	-7%	-22%	-10
O=C(Nc1cccc2c1[nH]c1ccccc12)C(F)(F)F	2%	?	21%	6	2%	53%[activator]	21
CC(=O)Oc1cccc(C(=O)Nc2ccccc2C(=O)N2CCCC2)c1	-3%	.	6%	-3	2%	13%	-6
CC(C)Cn1nc(NS(=O)(=O)c2ccccc2)c2cc3ccccc3nc21	.	1%	26%	-1	-1%	?	70
COc1cc2c(cc1OC)CN(C(=O)CCOc1ccccc1C)CC2	3%	-52%	2%	-2	3%	-2%	-11
COc1ccc(CCN(C)CC(=O)Nc2ccc(F)c(Cl)c2)cc1OC	-1%	-12%	?	1	4%	?	-14
Cc1ccc2nc(SC(C)C(=O)NCc3ccc4c(c3)OCO4)[nH]c2c1 (configuration not stated)	-7%	?	2%	-2	2%	?	-8
Cc1cc(C(=O)O)c(CSCc2cc(C(=O)O)oc2C)o1	-25%	-4%	.	-1	14%	-34%	-6
Cn1cc(/C=C2/SC(=O)N(c3ccccc3)C2=O)c2ccccc21	3%	-7%	53%[activator]	25*	-3%	154%[activator]	43
Cc1cccc(NC(=O)C2SC(=Nc3c(C)cccc3C)C(C(=O)N3CCOCC3)=C2N)c1 (configuration not stated)	-16%	?	-4%	-1	1%	-5%	10
Cc1ccc(C(=O)NC2CCN(C(=O)Nc3ccc(F)cc3)CC2)cc1	-6%	-1%	-10%	-6	-5%	35%[activator]	-7
O=C(CSc1n[nH]c(-c2cccs2)n1)NCCc1ccccc1	-6%	-6%	15%	.	.	-14%	.
COc1ccc(C(=O)Nn2c(C)nc3ccccc3c2=O)cc1[N+](=O)[O-]	-2%	9%	.	-3	4%	?	-6
CN1CCN(C(=O)C2=C[C@H](c3coc4ccccc4c3=O)C[C@H](OCc3ccc(CO)cc3)O2)CC1	-13%	-14%	?	2	0%	?	5
Cc1oc2cc(O)ccc2c(=O)c1N1C(=O)c2ccccc2C1=O	8%	8%	2%	-3	2%	.	-16
O=C(Nc1nccs1)C1CCN(S(=O)(=O)c2ccc3c(c2)OCCCO3)CC1	-14%	?	?	7	2%	.	-2
Cc1ccc(C(=O)N2CC(=O)Nc3ccc(F)cc3C2c2ccc(F)cc2)cc1 (configuration not stated)	2%	-23%	-28%	-3	1%	1.5µM*	3
O=c1c2ccccc2nc(SCc2cc(=O)n3ccsc3n2)n1CCCO	.	-7%	-25%	7	6%	.	5
Cc1ccc(NC(=O)COC(=O)c2cccc(N3C(=O)c4ccccc4C3=O)c2)cc1	-10%	5%	22%	5	8%	39%	21
COC(=O)CSc1nnc(C)c(=O)[nH]1	-14%	-6%	6%	-1	-1%	.	-9
CC1=N/C(=C\c2ccc([N+](=O)[O-])cc2)C(=O)N1c1ccc(Cl)cc1	-7%	-1%	17%	-5	10%	4%	19
CCc1ccc2c(c1)C(c1ccc([N+](=O)[O-])cc1)=NNC(c1ccc(Br)cc1)=N2	-2%	-4%	9.3µM*	1	0%	-24%	19
c1ccc2c(c1)nc(N1CCN(C3CCCCC3)CC1)c1nnnn12	.	10%	35%[activator]	2	2%	8%	20
COc1ccc(/C=N\N=C2/SC(CC(=O)O)C(=O)N2c2ccc(O)cc2)cc1OC (configuration not stated)	0%	15%	5%	-2	1%	?	-3
c1ccc(Cn2nnnc2C(c2cccs2)N2CCSCC2)cc1 (configuration not stated)	3%	16%	?	1	6%	?	-4
Cc1cc([N+](=O)[O-])ccc1NC(=O)CCC(=O)N1CCCCCC1	-2%	-3%	18%	-2	-6%	-17%	-5
CCc1ccc(-c2cc(C)no2)cc1S(=O)(=O)N1CCN(c2cc(C)ccc2C)CC1	-11%	?	13µM*	-2	0%	11%	3
Next section.
SMILES	Tb PYK inh	HCV inh	Pf growth 48h	CHX counter	LmPK inh	Pf growth 96h	Shiga toxin inh
CCCCn1c(N)c(N(CC)C(=O)C2CCC2)c(=O)[nH]c1=O	1%	-2%	-10%	.	.	-15%	.
N#Cc1ccccc1S(=O)(=O)N1CCN(C(=O)CN2CCCSc3ccccc32)CC1	-1%	?	?	.	.	?	.
O=C(COC(=O)c1ccccc1)Nc1cccc(S(=O)(=O)N2CCCCC2)c1	1%	24%	?	.	.	10%	.
Cc1ccc(NC(=O)CSCC(=O)NCCc2ccccc2)c(C)c1	0%	11%	3%	.	.	?	.
Cc1cc(C(=O)COc2ccc(-c3nnco3)cc2)c(C)n1Cc1ccccc1	-7%	?	?	17*	0%	?	21
Cc1cc(C)cc(-n2ncc3c2CCCC3NC(=O)c2cc(C)oc2C)c1 (configuration not stated)	-5%	?	-15%	8	4%	36%[activator]	9
Cn1c(NCc2cccnc2)nc2c1c(=O)n(Cc1ccccc1F)c(=O)n2C	2%	-2%	?	-3	-1%	?	-1
COc1ccc(-n2cnnc2)cc1	6%	?	34%[activator]	-1	-11%	20%	-7
CC(NC(=O)Cn1nc(-c2ccccc2)c2ccccc2c1=O)c1ccccc1 (configuration not stated)	-2%	?	-9%	-3	-5%	?	13
